HTT ATP protect – Huntington cell model cytoprotection by ATP luminescence | PC12 HTT-Q103 induced, cytoprotection, ATP luminescence, 40 h | Potency, µM (series often up to 56.4 µM), for inactives: cytoprotection (ATP increase), most hits filed as activators | 0.14% of 230,000 active | AID 1471;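 note: % of control where 0% means no effect; nearly all actives have a fitted effect of over 45% in size; toxic huntingtin expression switched on by the ecdysone agonist tebufenozide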
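Compounds were screened for protection of PC12 cells against cell death after tebufenozide induction (100 nM final) of mutant Huntingtin exon 1 (Q103) fused to GFP.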
GAA spleen mod – lysosomal alpha-glucosidase (human) modulation; Potency, µM (top dose mostly 79.9 µM), without a hit: top-dose activity change, negative = inhibition, hits mostly inhibitors; 0.006% of 240,000 active; human spleen homogenate, 4-MU-alpha-glucoside fluorescence; AID 2112; P10253;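 note: 0% = enzyme with vehicle and -100% = no enzyme basal signal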
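Enzyme source: human spleen homogenate, 1 ug/well. Buffer 50 mM citric acid/K phosphate pH 5.0, 0.01% Tween-20. 4-MU-alpha-glucoside 1 mM; 37 C x 40 min; NaOH/glycine stop; fluorescence.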
Tau FP inhib – tau fibrillization inhibition (FP); P10636; K18 P301L tau heparin fibrillization, Alexa594 FP, 6 h; Potency, µM (series often up to 57.7 µM), for the others: top-dose activity, negative = inhibition, hits mostly inhibitors; 0.39% of 280,000 active; AID 1468; note: % is set by controls: 0 for no effect and ±100 for the full control effect; nearly all actives have a fitted effect of over 55% in size
Target sequence (P10636 561-689 P618L limits assumed): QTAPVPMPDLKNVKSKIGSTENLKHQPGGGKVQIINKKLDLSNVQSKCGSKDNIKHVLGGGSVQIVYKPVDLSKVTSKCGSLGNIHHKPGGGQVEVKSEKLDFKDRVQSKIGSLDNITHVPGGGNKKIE
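Heparin (20 uM) drove fibril formation of recombinant tau K18 P301L, 15 uM unlabeled with 0.24 uM Alexa 594 label, for 6 hr at 37 C in 100 mM sodium acetate pH 7. Fluorescence polarization (555/632 nm) read 1 hr after 30 uM ThT.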
GAA glycogen – inhibitors or activators of human alpha-glucosidase glycogen cleavage; P10253; recombinant GAA, glycogen substrate, Amplex Red glucose oxidase fluorescence; Potency, µM (highest dose often 76.4 µM), for inactives: at the highest dose activity change, negative = inhibition, actives largely listed as inhibitors; 0.38% of 300,000 active;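 note: 0% = full enzyme reaction and -100% = no-enzyme basal signal; the screen sought inhibitors and activators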
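qHTS, 1536-well; enzyme 4 nM final; cpd up to 77 uM; substrate bovine liver glycogen 30 ug; 50 mM citrate/phosphate pH 5.0, 0.01% Tween-20; 37 C, 40 min; Amplex Red detection 45 min RT; Hill fit → AC50.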
aGal spleen mod – alpha-galactosidase A (human) modulation | human spleen homogenate, 4MU-alpha-Gal fluorescence, 40 min | 0.008% of 240,000 active | Potency, µM (highest dose often 80 µM), inactives show at the highest dose activity change, negative = inhibition, usual class: inhibitors;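 note: 0% = enzyme with vehicle and -100% = no enzyme basal signal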
Target sequence (P06280 32-429 limits assumed): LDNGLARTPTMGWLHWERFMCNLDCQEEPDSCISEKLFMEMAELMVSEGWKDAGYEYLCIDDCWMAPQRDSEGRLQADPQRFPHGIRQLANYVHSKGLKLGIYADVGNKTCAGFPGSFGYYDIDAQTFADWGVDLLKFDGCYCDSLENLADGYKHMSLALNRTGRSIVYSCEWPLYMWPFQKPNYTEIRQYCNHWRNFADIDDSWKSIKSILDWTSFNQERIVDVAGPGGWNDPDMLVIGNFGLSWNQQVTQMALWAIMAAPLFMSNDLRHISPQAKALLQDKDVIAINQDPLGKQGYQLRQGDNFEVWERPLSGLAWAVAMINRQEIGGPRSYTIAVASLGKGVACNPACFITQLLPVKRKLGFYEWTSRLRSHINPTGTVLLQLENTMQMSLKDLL
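Human spleen homogenate (1 ug) was the enzyme source, with 4-methylumbelliferyl-alpha-D-galactopyranoside (1 mM final) in pH 5.0 citrate buffer with 0.01% Tween-20. Compounds were titrated; after 40 min at 37C, NaOH/glycine stop, 4-MU fluorescence read; AC50 from Hill fits.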
GAA inhib – inhibitors of human lysosomal alpha-glucosidase | Potency, µM (highest dose often 76.9 µM), without a hit: at the top dose activity change, negative = inhibition, hits mostly inhibitors | AID 1466 | purified human GAA, 4-MU-alpha-glucoside fluorescence | 0.005% of 200,000 active;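 note: plate controls were uninhibited enzyme wells for no effect and no-enzyme background for full effect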
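Activity normalized between no-enzyme (basal) and enzyme-only wells. Conditions: 4 nM human enzyme, 400 uM fluorogenic substrate, citrate/phosphate pH 5.0 with Tween-20, 20 min room temperature, compounds up to 77 uM.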
Tau fluor counter – counter-screen for tau fibril formation inhibitors. tau K18 P301L Alexa594 fluorescence, heparin fibrillization. Potency, µM (titrated, usually from 57.7 µM), for inactives: top-dose activity change, negative = decrease. 0.93% of 280,000 active; note: % is set by controls: 0 for no effect and ±100 for the full control effect; nearly all actives have a fitted effect of over 55% in size
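Human tau K18 P301L (15 uM unlabeled, 0.24 uM Alexa 594-labeled) in 100 mM sodium acetate pH 7 with 20 uM heparin, 6 hr at 37 C. ThT 30 uM added, 1 hr ambient; Alexa 594 FP and total fluorescence read at 555/632 nm.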
Tau ThT inhib – blocks human tau fibril formation measured by thioflavin T; 2.1% of 270,000 active; AID 1460; P10636; recombinant tau K18 P301L, heparin-induced fibrillization, ThT fluorescence; Potency, µM (titrated, usually from 57.4 µM), for the others: top-dose activity, negative = inhibition, most hits filed as inhibitors; note: % is set by controls: 0 for no effect and ±100 for the full control effect; nearly all actives have a fitted effect of over 55% in size
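Fibril formation assay: tau K18 P301L at 15 uM with trace Alexa 594 label, heparin inducer 20 uM, pH 7 sodium acetate buffer, 37 C for 6 hr; endpoint ThT signal.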
* hit, by the source's call; ? = inconclusive; . = no result given; & = joins results of further samples; [ ] = another dose, or the depositor's remark. Calls come from the whole dose curve; as a rule, active = well fitted curve in the direction sought with a large enough effect; inconclusive = small, poorly fitted or top-dose-only effect, or another doubt; inactive = no such curve, though single readings can be large; an effect the other way counts as inactive or inconclusive. Potency is the fitted concentration of half-maximal effect. The order is random. Share with any hit: about 3.3%.

SMILES	HTT ATP protect	GAA spleen mod	Tau FP inhib	GAA glycogen	aGal spleen mod	GAA inhib	Tau fluor counter	Tau ThT inhib
CN(C)/C=C/C1=CC(=O)CC(C)(C)C1	27%[10 µM]	-4%	0%	-18%	3%	-17%	-2%	-17%
[O-]/C(=C(\C(=S)Nc1cccc2ccccc12)[n+]1ccccc1)c1ccc2c(c1)OCCO2	15%	-8%	?	9%	3%	-15%	?	13µM*
Cc1ccc(C(=O)N/N=C\c2ccc(-c3ccc(Cl)cc3)o2)cn1	19%[10 µM]	-3%	-7%	0%	-4%	-1%[15.4 µM]	?	?
Cc1ccc(NC(=O)Cn2c(=O)n(Cc3ccco3)c(=O)c3sc4ccccc4c32)cc1C	.	.	-7%	-7%[76.3 µM]	.	.	-26%	-4%
O=C(NC(=O)N1CCN(c2ccccc2F)CC1)c1ccccc1	-15%	2%	-1%	-5%	-6%	8%	-4%	-9%
Cc1ccccc1-c1nc(CS(=O)(=O)CC(=O)NCCCc2ccccc2)c(C)o1	.	.	0%	3%[76.3 µM]	.	.	-16%	-11%
CCOc1ccccc1NC(=O)c1c(C)cc(C)nc1SCC(=O)c1cccc(OC)c1	.	.	10%	-4%[76.3 µM]	.	.	-13%	-9%
CN(Cc1ccccc1)C(=S)Nc1ccc2nc3n(c(=O)c2c1)CCCCC3	-26%	-19%	-2%	-18%	1%	1%	-7%	-6%
CCOC(=O)C1=C(C)N=c2s/c(=C\C(=O)OC)c(=O)n2C1c1ccc(OC)cc1 (configuration not stated)	-13%	-16%	-7%	-1%	8%	-12%	-21%	?
Cc1ccc(O)c(C(=O)CC(=O)c2ccccc2Cl)c1	5%[10 µM]	-2%	-4%	8%	-2%	13%	-13%	-16%
Cc1cccc(CNc2ncnc3ccc(-c4ccoc4)cc23)c1	?	4%	?	.	8%	.	-23%	?
COc1ccc(-n2c(SCC(=O)N3CCOCC3)nc(O)c(Cc3ccccc3)c2=O)cc1	1%	-1%	-3%	7%	14%	0%	-8%	-13%
O=[N+]([O-])c1ccc(Nc2ccccc2)nc1	24%[10 µM]	-8%	6%	5%	-3%	-8%	-22%	?
CCOC(=O)C1(Cc2ccccc2C(F)(F)F)CCN(C2CCCC2)CC1	-1%[10 µM]	2%	3%	-2%	6%	14%	24%[2.34 µM]	1%
O=C(Nc1nc2c(s1)CCc1ccccc1-2)c1ccco1	-4%[10 µM]	-5%	-11%	-19%	-6%	-1%	?	?
CCCCCn1nc(C)c(/C=N\NC(=O)c2cc(C)oc2C)c1C	-14%[10 µM]	1%	7%	0%	3%	-2%	-11%	?
Cc1cc(Cl)ccc1Nc1ncccc1C(N)=O	.	-1%	2%	-2%	-3%	-6%	-19%	-17%
CCOc1ccc(NC(=O)N2CCC(c3ccc(C)cc3)C2)cc1 (configuration not stated)	-13%	-16%	5%&9%	6%	-6%	-4%	-13%&-14%	?
COc1ccc(C2C(C#N)=C(N)OC(C(C)(C)C)=C2C#N)cc1OC (configuration not stated)	-10%	-6%	-13%	10%	-13%	-9%	-7%	?
CCCNC(=O)c1ccc2c(=O)c(O)c(C)[nH]c2c1	18%[10 µM]	-3%	6%	?	3%	.	-10%	-6%
Cc1ccc(NC(=O)CCC(=O)NNC(=O)c2ccco2)cc1C	17%	-7%	3%	5%	2%	4%	3%	0%
O=S(=O)(NC1CCCCC1NCc1ccco1)c1ccccc1 (configuration not stated)	4%[10 µM]	-13%	-5%	-3%	1%	10%	-3%	-8%
COC(=O)CC1=C(C(=O)OC)[C@@H](c2ccccc2[N+](=O)[O-])C(C#N)=C(N)O1	21%[10 µM]	-2%	-13%	4%	0%	.	-12%	?
CCCCn1c(SCC(=O)Nc2nnc(C)s2)nnc1-c1ccncc1	-14%	-4%	1%	14%	-6%	-3%	-1%	2%
CCOc1ccc(N2CC(C(=O)Nc3ccc(OC)c(S(=O)(=O)N4CCCCC4)c3)CC2=O)cc1 (configuration not stated)	-37%	3%	1%	-1%	2%	-4%	-12%	-5%

(listing goes on)
SMILES	HTT ATP protect	GAA spleen mod	Tau FP inhib	GAA glycogen	aGal spleen mod	GAA inhib	Tau fluor counter	Tau ThT inhib
O[C@H]1COC2C1OC[C@@H]2O (some centres not stated)	.	-7%	3%	4%	7%	0%[15.4 µM]	-4%	-3%
COc1ccc(CCNC(=O)C2CCN(S(=O)(=O)N3CCOCC3)CC2)cc1OC	-21%	3%	-7%	3%	6%	0%	-10%	-14%
COc1ccc(-c2nnsc2N2C(=O)c3ccccc3C2=O)cc1	1%[10 µM]	-17%	6%	8%	-12%	.	-1%	-6%
COc1ccc2nc(C)cc(SCC(=O)N/N=C/c3cccc4ccccc34)c2c1	11%[10 µM]	-4%	3%	4%	12%	?	-17%	?
CCOc1cc(NC(=S)NCc2ccco2)c(OCC)cc1NC(=O)C1CC1	12%[1.9 µM]	-3%	14%	-2%	1%	1%	-15%	-5%
O=C(N=Nc1c(O)[nH]c2ccc([N+](=O)[O-])cc12)c1ccccc1Cl	8%[10 µM]	-2%	12%	-9%	-7%	-5%	-25%	?
Cc1nn(C)c2ncc(C(N)=O)c(Oc3ccc(Cl)cc3)c12	-4%[10 µM]	9%	-5%	-7%	5%	-7%	-15%	-7%
COc1cc(OC)cc(C(=O)Nc2cc(-c3nc4cccnc4s3)ccc2C)c1	.	.	?	-15%[76.3 µM]	.	.	-29%	-12%
Cc1nn(C)c(C(=O)N/N=C/c2ccc(Br)cc2)c1Cl	.	4%	-4%	1%	14%	-2%	-20%	-14%
COc1ccc(C(C(=O)NC2CCCCC2)N(C(=O)c2ccccn2)c2cccnc2)cc1 (configuration not stated)	-7%[10 µM]	-17%	-3%	-7%	-8%	-15%	1%	-7%
COc1ccc(C)cc1NC(=O)CSc1nnc(CC(=O)Nc2cccc(C(F)(F)F)c2)n1C	-18%	-3%	-4%	1%	-7%	-4%	?	-10%
CCOC(=O)/C(=C\C=C1/Sc2cc(OCC)c(OCC)cc2N1CC)C(C)=O	21%[0.074 µM]	-3%	?	6%	1%	-12%	-12%	?
Cc1ccc(NC(=O)c2c(NC(=O)c3ccccc3Cl)sc3c2CCC3)cc1	.	.	-2%	3%[76.3 µM]	.	.	-18%	-7%
O=S1(=O)Cc2cc3ccccc3cc2C1	16%[10 µM]	-1%	-7%	8%	0%	2%	-7%	-9%
C(=N\N1CCN(C2c3ccccc3-c3ccccc32)CC1)/c1cccs1	-2%	-3%	-3%	1%	6%	3%	-11%	-9%
CCOC(=O)Cc1nc2ccccc2n(CC#N)c1=O	-11%	.	0%	-7%	-27%	-2%	-10%	-12%
COc1cccc2c1cc1c(=O)n(CC(=O)O)nc(C)n12	.	.	-1%	-11%[76.3 µM]	.	.	-2%	-1%
O=C(NCCCCCCNC(=O)OC1CCS(=O)(=O)C1)OC1CCS(=O)(=O)C1 (configuration not stated)	-11%	-3%	3%	2%	-4%	-3%	-2%	-2%
CN(C)S(=O)(=O)c1cccc(NC(=O)c2ccc3nccnc3c2)c1	-1%[10 µM]	2%	8%	0%	1%	.	-19%	-9%
O=C(O)Cn1nc2ccccc2n1	14%[10 µM]	-14%	3%	-1%	-6%	-9%	-2%	-9%
O=C(CSc1nnc2n1CCCN2)c1ccccc1	-17%[10 µM]	-2%	-7%	2%	-2%	.	-14%	-10%
O=C1Nc2ccccc2N=C(c2ccccc2)C1Br (configuration not stated)	-15%[10 µM]	-3%	?	-8%	-9%	-12%	-20%	?
O=c1cc(CSc2nnc(COc3ccc(Cl)cc3)o2)c2ccccc2[nH]1	-61%[inhibitor]	-4%	?	-2%	1%	-2%	-15%	-7%
O=C(O)CSc1nnc(COc2ccc([N+](=O)[O-])cc2)n1-c1ccccc1	-5%[10 µM]	1%	-2%	14%	-1%	?	-9%	-5%
CSc1nc(NCc2ccco2)c2c3c(sc2n1)CN(C)CC3	-12%[0.074 µM]	-10%	-9%	0%	-6%	-12%[15.4 µM]	-22%	?

(cont.)
SMILES	HTT ATP protect	GAA spleen mod	Tau FP inhib	GAA glycogen	aGal spleen mod	GAA inhib	Tau fluor counter	Tau ThT inhib
CCOC(=O)C1=C(C)Nc2ccccc2S1	-4%[10 µM]	4%	-6%	?	2%	.	-27%	.
CC(C)(C)c1cnnn1-c1ccc(NC(=O)c2ccc3c(c2)OCO3)cc1	8%[10 µM]	3%	-2%	2%	6%	-8%	-16%	-13%
C#CCOCCOCCOCCNc1nc(N2CCN(C(=O)[C@H](CCCCN)n3cc(C(N)[C@H](C)CC)nn3)CC2)nc(N2CCN(C(=O)[C@H](CCC(=O)O)n3cc(C(N)[C@H](C)CC)nn3)CC2)n1 (some centres not stated)	-7%[10 µM]	9%	-1%	8%	11%	.	-2%	-13%
COc1cccc(C(=O)Nc2c(F)cccc2F)c1	14%[10 µM]	1%	-2%	16%	-4%	.	-4%	-3%
CCN(CC)C(=O)N1CCC(NC(=O)c2ccccc2)CC1	6%	-5%	0%	10%	0%	6%	-4%	-3%
COc1ccc(C(NC(N)=O)c2ccccc2)cc1 (configuration not stated)	-12%	-2%	-1%	-4%	-9%	-3%	6%	3%
COc1ccc(-c2n[nH]c(C)c2-c2cc(OC)ccc2O)cc1	6%	10%	-8%	?	4%	-4%	-19%	-10%
